# High-throughput results from PubChem.
# BoNT A protease: inhibitors of Botulinum neurotoxin A light chain protease. actives 0.17% (n = 360,000). multiplex microsphere protease substrate cleavage, flow cytometry. inhibition, % at 10 µM; further: plate controls were buffer without enzyme for full effect and enzyme alone for no effect
# Anthrax LF prot: blocks Bacillus anthracis lethal factor protease; multiplex microsphere protease cleavage assay, LF; inhibition, % at 10 µM; actives 0.12% (n = 360,000); AID 588501; P15917; further: plate controls were buffer without enzyme for full effect and enzyme alone for no effect
# BoNT F protease: inhibitors of Botulinum neurotoxin F light chain protease; actives 0.22% (n = 360,000); AID 588497; Multiplex microsphere protease cleavage assay, flow cytometry; inhibition, % at 10 µM; in the data active means inhibition above about 35%, passing the limit was not always enough; inconclusive means no clear call, values can overlap the other calls; further: plate controls were buffer without enzyme for full effect and enzyme alone for no effect
# FBA Mtb inh: inhibitors of M. tuberculosis fructose-bisphosphate aldolase. actives 2.3% (n = 360,000). inhibition, % at 1 µM. P9WQA3. AID 588726. purified M. tuberculosis FBA, fluorescence read-out; in the data active means inhibition above about 27%;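 further: 0% = vehicle and 100% = reference inhibitor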
# Target sequence (P9WQA3 whole entry, looked up): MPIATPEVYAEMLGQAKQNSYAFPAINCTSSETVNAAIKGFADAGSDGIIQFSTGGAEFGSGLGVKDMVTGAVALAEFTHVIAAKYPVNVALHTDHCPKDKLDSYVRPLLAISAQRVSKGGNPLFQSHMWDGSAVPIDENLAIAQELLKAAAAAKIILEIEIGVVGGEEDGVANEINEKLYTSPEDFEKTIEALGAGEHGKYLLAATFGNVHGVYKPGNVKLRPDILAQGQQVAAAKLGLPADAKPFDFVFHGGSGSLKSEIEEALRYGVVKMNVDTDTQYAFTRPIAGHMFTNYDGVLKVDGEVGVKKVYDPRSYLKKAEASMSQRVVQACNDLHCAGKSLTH
# UGM FP inh: blocks M. tuberculosis UGM enzyme. P9WIQ1. purified UGM, fluorescence polarization probe displacement. inhibition, % at 10 µM. actives 0.06% (n = 320,000). AID 504406; in the data active means inhibition above about 10%, passing the limit was not always enough; inconclusive means no clear call, values can overlap the other calls
# Target sequence (P9WIQ1 whole entry, looked up): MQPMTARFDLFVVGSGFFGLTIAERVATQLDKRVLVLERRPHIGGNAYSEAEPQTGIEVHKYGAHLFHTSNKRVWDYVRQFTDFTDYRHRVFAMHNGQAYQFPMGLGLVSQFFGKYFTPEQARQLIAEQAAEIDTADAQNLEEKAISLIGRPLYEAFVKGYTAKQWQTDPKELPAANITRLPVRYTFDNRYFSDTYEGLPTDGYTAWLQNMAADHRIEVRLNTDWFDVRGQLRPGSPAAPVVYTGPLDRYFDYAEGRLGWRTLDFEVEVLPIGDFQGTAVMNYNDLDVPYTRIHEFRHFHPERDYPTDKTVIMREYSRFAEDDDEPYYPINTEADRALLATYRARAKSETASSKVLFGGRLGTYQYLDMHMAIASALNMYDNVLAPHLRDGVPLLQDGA
# PfHsp40 rescue: restores yeast growth despite PfHsp40 toxicity | S. cerevisiae expressing PfHsp40, growth rescue, ATP luminescence | growth rescue, % at 12.5 µM | actives 0.68% (n = 340,000) | AID 504582; in the data active means growth rescue above about 28%, passing the limit was not always enough; inconclusive means no clear call, values can overlap the other calls;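 further: yeast W303a lacking pdr1 and pdr3 grown in galactose medium; growth measured after three days at 30 °C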
# FadD28 binding: inhibitors of Mycobacterium tuberculosis FadD28 bisubstrate binding | FadD28 bisubstrate probe binding, fluorescence polarization | inhibition, % at 12.5 µM | actives 0.22% (n = 360,000); in the data active means inhibition above about 8.5%, passing the limit was not always enough; inconclusive means no clear call, values can overlap the other calls
# BioA inh: BioA (M. tuberculosis) enzyme inhibition; purified M. tuberculosis BioA enzyme, plate reader; inhibition, % at 9.99 µM; actives 0.096% (n = 360,000); in the data active means inhibition above about 40%; inconclusive means no clear call, values can overlap the other calls
# GDH-TPI inh: GDH-TPI coupled enzyme inhibition counter-screen | actives 1.2% (n = 360,000) | GDH-TPI coupled enzyme counterscreen, NADH absorbance | inhibition, % at 4.8 µM; in the data active means inhibition above about 30%;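 further: 0% = DMSO wells and 100% = wells lacking the enzyme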
# * hit, by the source's call; ? = inconclusive; / = not tested or not shown; & = joins results of further samples. Unless noted, no stated cut-off is given here; in the data, active means inhibition above about 30%; inconclusive means no clear call, values can overlap the other calls; inactive means below that.
molecule,BoNT A protease,Anthrax LF prot,BoNT F protease,FBA Mtb inh,UGM FP inh,PfHsp40 rescue,FadD28 binding,BioA inh,GDH-TPI inh
Cn1cc(/C=C(\C#N)C(=O)Nc2cccc([N+](=O)[O-])c2)c2ccccc21,-0.8,-6,-2,0,-0.1,0.4,-0.1,-8.2,-3
Brc1cc2c(cc1/C=N/Nc1nc(N3CCOCC3)nc(N3CCOCC3)n1)OCO2,-0.5,-1,-1,6,4.5,-1.0,-2.6,/,27
CC1CN(CCC(=O)Nc2ccc3c(c2)CCC3)CC(C)O1 (stereo unspecified),0.1,-2,-5,0,0.6,-0.3,-4.2,-0.1,-9
O=C1CC(N2CCN(c3ccc(F)cc3)CC2)C(=O)N1Cc1cccs1 (stereo unspecified),0.8,-2,-2,0,-0.4,0.1,-2.7,0.6,-1
O=C1NCCC/C1=N\Nc1ccc(Br)cc1,3.0,-9,?,0,-3.0,1.2,-1.8,/,37*
CCc1ccc(CNC(=O)CCS(=O)(=O)Cc2ccccc2F)cc1,0.6,0,2,-2,-0.1,-0.2,-0.2,-1.7,6
Cc1c(NC(=S)N/N=C/C=C/c2ccccc2)c(=O)n(-c2ccccc2)n1C,-0.9,-3,-8,0,1.4,-0.3,-1.2,-3.9,62*
CCn1c(=O)[nH]c2cc(C(=O)N3CCN(c4ccccc4)CC3)ccc2c1=O,?,-6,0,-1,1.9,0.3,0.8,/,6
CC(C)c1ccc(NC2CCCN(C(=O)c3ccco3)C2)cc1 (stereo unspecified),1.3,-2,12,0,2.9,-1.0,1.4,-1.9,1
COc1ccccc1C(c1c(N)n(C)c(=O)n(C)c1=O)C(C)[N+](=O)[O-] (stereo unspecified),-2.0,2,-30,0,-1.5,/,-1.3,1.1,11
CCCCCNC(=O)CCc1ccccc1,2.6,6,10,1,-0.4,-0.6,/,0.3,-3
CC(C(=O)Nc1ccccc1C(=O)O)n1c(C(F)(F)F)nc2ccccc21 (stereo unspecified),-1.4,0,-12,2,-1.0,-0.5,-3.0,/,-4
O=C(Oc1ccc(Cl)c2ccccc12)N1CCCCC1,0.3,0,0,0,-1.5,-1.2,-1.3,2.0,1
COc1ccc(C)cc1NC(=S)NC(C)c1ccc(OC)c(OC)c1 (stereo unspecified),-0.1,4,-6,2,-0.1,-0.8,-0.3,/,-3
O=C(COC(=O)c1ccc(S(=O)(=O)N2CCCCC2)cc1)Nc1ccccc1,-0.4,0,1,2,1.0,-1.2,-1.5,-0.9,1
COc1ccc(-c2noc(CCC(=O)N3CCN(c4cccc(C)c4)CC3)n2)cc1,-0.6,-10,-1,0,/,6.9,0.1,1.0,3
O=C1CC2(CCCC2)C(=O)N1CN1CCN(S(=O)(=O)c2cc(F)ccc2F)CC1,-0.5,1,-16,-1,/,/,-3.7,-1.4,-6
Cc1ccccc1Nc1nc(N)nc(COC(=O)CCNS(=O)(=O)c2ccccc2)n1,-1.8,-1,-2,2,1.4,-1.1,-2.4,0.5,-1
O=C(Nc1cc(C(F)(F)F)ccc1N1CCOCC1)c1cncc(Br)c1,-9.6,-1,-11,0,-2.2,0.7,-3.4,-2.0,-12
CCNS(=O)(=O)c1ccc(CCC(=O)NCc2ccccc2)cc1,-0.5,-1,-6,1,-3.4,0.2,-2.6,/,-6
Cc1ccc(Oc2ncccc2C(=O)NCC(=O)O)cc1,-0.3,-5,-7,2,2.6,0.7,0.9,/,12
CCn1c(C(=O)NC(C)c2ccc3c(c2)OCCO3)cc2sccc21 (stereo unspecified),0.7,5,2,3,1.3,1.4,-1.5,0.4,0
C[C@H]1Cn2cnc(C(=O)Nc3ccccc3)c2C(=O)N1,-0.1,0,-4,-3,/,/,-3.3,-0.3,-10
Cn1c(Cn2nnc3ccccc32)nnc1SCC(=O)N1c2ccccc2Sc2ccccc21,-0.6,-14,1,4,-0.4,0.4,-0.9,-1.0,7
CC(C)COc1cccc(C(=O)NC2(C)CCS(=O)(=O)C2)c1 (stereo unspecified),-1.0,-3,1,8,0.0,0.3,1.4,-2.3,7
O=C(CCCCCn1c(=O)[nH]c2ccsc2c1=O)NCc1ccc2c(c1)OCO2,-0.7,0,3,-3,-0.9,-0.3,-0.7,0.0,8
NC(=O)c1cc([N+](=O)[O-])ccc1N1CCCCC1,-0.2,0,3,-11,2.9,-2.0,-4.1,3.1,5
CCCOc1ccc(N2C(=O)CC(NCc3cccs3)C2=O)cc1 (stereo unspecified),-0.4,-6,0,1,2.5,21,-3.9,-2.3,0
CC(=O)C1=CN(CC2CCCCC2)CCC1=O,-1.2,-1,-4,-2,/,0.0,-1.3,-0.8,7
CCC(=O)N(CCc1ccccc1)Cc1cc2cc(C)ccc2[nH]c1=O,-1.5,-12,?,1,4.0,1.3,0.1,-1.7,5

# Remaining list, next part
molecule,BoNT A protease,Anthrax LF prot,BoNT F protease,FBA Mtb inh,UGM FP inh,PfHsp40 rescue,FadD28 binding,BioA inh,GDH-TPI inh
Cc1ccsc1/C=N/NC(=O)c1nnn(-c2nonc2N)c1C(C)C,-1.4,0,-2,2,-0.6,-0.1,-1.2,4.0,34*
O[C@@H]1CN(Cc2cccs2)[C@@H](c2ccccc2)C[C@H]1n1cc(-c2ccc(F)cc2)nn1,0.1,-6,2,-3,/,/,-4.0,-1.0,-12
COCCn1c(SCC(=O)Nc2ccccc2OC)nc2c(oc3ccccc32)c1=O,0.9,-2,0,0,1.2,1.8,-2.4,/,7
COc1cc(C(=O)COC(=O)c2cnc(C)cn2)ccc1OC(F)F,2.9,1,8,1,1.7,0.0,0.0,-1.5,5
O=C(O)C1=C[C@@H](c2ccc(C(F)(F)F)cc2)C[C@@H](OCc2ccc(CO)cc2)O1,-0.4,-4,-8,-3,0.8,-0.4,-4.9,1.1&0.6,-3
CCn1ncc([N+](=O)[O-])c1C(=O)Nc1nc2cccc(C)c2s1,-1.1,-1,-14,-1,2.0,19,-3.0,/,9
CS(=O)(=O)c1ccc2nc(NC(=O)c3ccco3)sc2c1,-0.9,-4,-8,-2,-2.8,0.3,-4.1,-0.9,46*
CCCCCCOC(=O)C(C#N)c1nc2ccccc2nc1N1CCCCC1 (stereo unspecified),6.6,4,-3,0,2.0,0.4,0.1,-1.5,7
CCN1CCN(c2ccc(NC(=O)c3ccco3)cc2Cl)CC1,-2.6,-2,-28,0,-0.2,-0.3,-2.1,-0.3,3
CC(C)(C)c1ccc(-c2nc3c(C#N)c(-c4ccc5c(c4)OCO5)ccn3n2)cc1,-0.8,0,-4,4,-1.7,0.6,-3.3,6.6,-12
O=C(NC1CC1)c1cc(OCC(F)(F)F)ccc1OCC(F)(F)F,-0.4,-2,0,5,0.7,-0.1,-1.7,/,2
O=[N+]([O-])c1cccc(/C=N\N=C2c3ccccc3-c3ccccc32)c1O,-0.2,-1,-4,0,-0.8,-1.0,-2.4,/,-2
O=C(NCCCNc1ccc([N+](=O)[O-])cc1)C(F)(F)F,0.7,0,-7,-6,-0.3,0.5,-3.9,/,-3
N=Cc1c(O)n(-c2ccc(C34CC5CC(CC(C5)C3)C4)cc2)c(=O)[nH]c1=O,-0.5,4,-5,-1,-0.5,-0.6,1.1,/,7
O=C(c1ccc2c(=O)n(CCc3ccccc3)c(=O)[nH]c2c1)N1CCN(c2ccc(F)cc2)CC1,1.6,-4,3,3,-1.2,-1.1,-0.5,0.0,9
Cc1cc(C(=O)NC2CCC(O)CC2)c(C)o1 (stereo unspecified),-1.9,1,-6,-2,0.4,1.1,-2.3,-0.5,-3
Cc1ccc(NC(=O)CSc2nc(=O)n(CCN3CCOCC3)c3c2CCCC3)cc1,-2.1,0,?,-1,0.6,/,-3.4,/,5
COc1ccc(CCN2C(=O)CCC2(C)C(=O)NCc2cccnc2)cc1OC (stereo unspecified),-0.8,-1,-5,5,1.9,-0.6,-1.1,0.0,10
CCOC(=O)n1c(=O)n(C)c2ccc(Cl)cc21,0.1,2,-2,6,-0.2,1.0,0.8,/,3
Cc1ccc(S(=O)(=O)N(C)c2ccc(C(=O)Nc3cccc(C)n3)cc2)cc1,1.7,0,-1,-2,-1.1,1.9,-4.7,-0.6,8
CC(C)(C)c1ccc(C(=O)NCC(=O)N2CCC3(CC2)NCCc2[nH]cnc23)cc1,0.6,0,5,1,5.8,-0.1,0.8,-0.8,2
COc1ccc(S(=O)(=O)NCC(c2ccc(C)cc2)N2CCN(C)CC2)cc1OC (stereo unspecified),-2.8,0,-7,-2,1.5,0.3,0.3,2.5,6
COc1ccc(S(=O)(=O)N2CCCCC2)cc1NC(=O)[C@@H]1CCCN1C(=O)c1cccs1,/,/,/,4,1.4,1.0,-0.5,-0.3,7
O=C1CCCC2=C1C(c1cccnc1)Nc1ccccc1N2 (stereo unspecified),0.3,5,-5,-14,0.1,1.6,-2.0,-0.4,31*
CCc1ccc2[nH]c(=O)c(CN(CCN(CC)CC)C(=O)NC3CCCCC3)cc2c1,-0.5,-6,-5,5,2.3,-1.0,-2.0,0.0,1
O=C(O/N=C1/CCCc2occc21)c1ccc(F)cc1,-0.5,-4,-3,3,-3.8,-1.6,-1.1,/,3
O=C(/C=C/c1cccs1)c1cc(F)ccc1OC(=O)N1CCOCC1,0.3,-5,13,4,0.9,-1.0,-0.1,-3.6,17
CC(C)(SC(=S)N1CCCCCC1)C(=O)O,-0.2,2,-4,-2,-1.6,0.3,1.0,/,7
O=C(Nc1ccccc1)c1ccccc1OCc1ccc(S(=O)(=O)N2CCOCC2)cc1,-1.4,4,-7,1,-1.5,0.1,0.6,/,-2
Cc1ncoc1C(=O)Nc1ncc([N+](=O)[O-])s1,-0.4,-8,-5,-9,-0.8,-0.7,1.0,/,-3

# (more compounds)
molecule,BoNT A protease,Anthrax LF prot,BoNT F protease,FBA Mtb inh,UGM FP inh,PfHsp40 rescue,FadD28 binding,BioA inh,GDH-TPI inh
CC(C)c1ccc(/C=N/NC(=O)CN(c2cccc(Cl)c2Cl)S(C)(=O)=O)cc1,0.8,2,8,4,0.3,0.3,-1.4,-3.6,8
O=C(COC(=O)CCC(=O)c1ccc(F)cc1)NCc1ccc(Cl)cc1,-0.7,-4,-9,3,1.9,-1.6,-1.4,/,7
Cc1nc2ncnn2c(C)c1CCC(=O)N1CCC2(CC1)OCCO2,1.1,0,0,-2,-1.0,-0.5,0.2,-3.2,14
O=C(NCc1ccccc1)c1ccc(N2CCC3(CC2)CC(c2ccc(Cl)cc2)=NO3)c([N+](=O)[O-])c1,-0.4,-6,3,-2,-0.6,0.2,-3.7,-2.2,3
Brc1ccc(-c2nnc3sc(CNC4CCCC4)cn23)cc1,-0.7,-1,-14,2,0.0,2.1,0.3,-2.0,0
C[C@@H]1CN([C@@H](C)CO)C(=O)CCCn2nncc2CO[C@@H]1CN(C)C(=O)Nc1ccc(-c2cccs2)cc1,-0.5,-4,2,2,/,/,-1.7,1.6&-1.5,11
O=C(CSc1nc2ccccc2[nH]1)N1CCN(C(=O)c2ccco2)CC1,0.3,0,6,4,-1.9,-1.1,-1.1,/,0
Cc1c(Br)c([N+](=O)[O-])nn1CC(=O)Nc1c(C)n(C)n(-c2ccccc2)c1=O,0.5,2,3,-1,3.5,-0.8,-3.5,/,-3

# Gathered by group: the entries above containing two or more sulfur atoms (4)
molecule,BoNT A protease,Anthrax LF prot,BoNT F protease,FBA Mtb inh,UGM FP inh,PfHsp40 rescue,FadD28 binding,BioA inh,GDH-TPI inh
Cn1c(Cn2nnc3ccccc32)nnc1SCC(=O)N1c2ccccc2Sc2ccccc21,-0.6,-14,1,4,-0.4,0.4,-0.9,-1.0,7
CS(=O)(=O)c1ccc2nc(NC(=O)c3ccco3)sc2c1,-0.9,-4,-8,-2,-2.8,0.3,-4.1,-0.9,46*
COc1ccc(S(=O)(=O)N2CCCCC2)cc1NC(=O)[C@@H]1CCCN1C(=O)c1cccs1,/,/,/,4,1.4,1.0,-0.5,-0.3,7
CC(C)(SC(=S)N1CCCCCC1)C(=O)O,-0.2,2,-4,-2,-1.6,0.3,1.0,/,7
